# KCNQ2 block: KCNQ2 potassium channel inhibitors, primary screen, cell-based, CHO-K1, FluxOR thallium flux, B-score (AID 2156). O88943. B-score at 10 µM. 20 min; stronger effect = lower value. actives 1.1% (n = 310,000);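 active means fluorescence ratio B-score at most minus 3 library SDs, with starting brightness B-score within 2 library SDs, cut at about -5.5 in these data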
# CHT block: human CHT choline transport inhibition | actives 0.86% (n = 310,000) | CHT-expressing cells, membrane potential dye, choline response; stronger effect = lower value | B-score at 10 µM | AID 488975 | Q9GZV3;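 active means B-score over 3 SD under the library average, and starting fluorescence ratio not unusually high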;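 further: choline stimulus applied at its EC90 after an EC20 pre-addition; B-score computed on integrated fluorescence ratio after choline addition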
# Target sequence (Q9GZV3 whole entry, looked up): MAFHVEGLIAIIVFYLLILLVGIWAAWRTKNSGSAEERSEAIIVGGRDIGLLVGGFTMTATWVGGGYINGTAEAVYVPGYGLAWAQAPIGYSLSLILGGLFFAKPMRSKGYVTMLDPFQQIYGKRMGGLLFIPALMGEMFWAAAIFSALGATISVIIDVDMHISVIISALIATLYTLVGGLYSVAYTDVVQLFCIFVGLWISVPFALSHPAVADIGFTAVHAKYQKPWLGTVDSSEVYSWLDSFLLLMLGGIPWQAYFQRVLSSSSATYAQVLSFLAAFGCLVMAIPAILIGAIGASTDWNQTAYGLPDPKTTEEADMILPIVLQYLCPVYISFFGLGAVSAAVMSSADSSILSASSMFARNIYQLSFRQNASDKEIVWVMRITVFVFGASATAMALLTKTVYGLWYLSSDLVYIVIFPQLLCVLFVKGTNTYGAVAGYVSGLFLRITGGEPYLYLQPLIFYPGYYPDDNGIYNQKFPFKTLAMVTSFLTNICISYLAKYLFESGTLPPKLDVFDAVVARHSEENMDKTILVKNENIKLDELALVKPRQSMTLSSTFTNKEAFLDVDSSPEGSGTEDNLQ
# Starred values were filed as active, the others as inactive; i = inactive; / = not tested or not shown.
SMILES	KCNQ2 block	CHT block
CN1C(=O)c2cccc3c(S(N)(=O)=O)ccc1c23	i	i
C[C@H]1CN=C(N(C)C)N1CCc1ccccc1	/	i
CC(C)C(NC(=O)c1ccc(S(=O)(=O)N2CCOCC2)cc1)c1nc2ccccc2[nH]1 (stereo unspecified)	i	i
O=C(c1ccc(Cl)c(S(=O)(=O)N2CCOCC2)c1)N1CCCCC1	i	i
COCC(=O)N(Cc1cc2ccccc2[nH]c1=O)c1ccccc1OC	i	i
CCC(C)(C)C1CCc2c(sc(NC(=O)c3ccoc3C)c2C(N)=O)C1 (stereo unspecified)	i	i
CCN(CC)S(=O)(=O)c1ccc(O)c(C(=O)OCC(=O)NC2CCCC2)c1	i	i
CC(=O)Nc1ncc(N=Nc2cccc(C(F)(F)F)c2)s1	i	i
O=C(Nc1cccc(Cl)c1N1CCOCC1)c1cccs1	i	i
O=C(O[C@@H]1Cc2c(O)cc(O)cc2O[C@@H]1c1cc(O)c(O)c(O)c1)c1cc(O)c(O)c(O)c1	i	/
Clc1cc(Br)ccc1OCCOCCN1CCOCC1	i	i
CCN(CC(=O)NC1CCS(=O)(=O)C1)c1ccc(S(C)(=O)=O)cc1[N+](=O)[O-] (stereo unspecified)	i	i

# Other results:
SMILES	KCNQ2 block	CHT block
COc1ccc(Cc2nc3ccccc3n2C)cc1	i	i
CCn1cc(CN2CCC(Oc3ccc(C(=O)N4CCCCC4)cc3)CC2)cn1	i	i
Cc1cc(NS(=O)(=O)c2ccc(NC(=S)NC(=O)c3ccncc3)cc2)no1	i	i
CC1CCCCN1C(=O)CSc1nnc(-c2ccccc2F)o1 (stereo unspecified)	i	i
O=S(=O)(c1cccc2nsnc12)N1CCN(C/C=C/c2ccccc2)CC1	i	i
Cc1cc(C)n(Cc2ccccc2)c(=O)c1S(=O)(=O)c1ccccc1	i	i
CSc1ccc(CN(C)C(C)C(=O)Nc2ccc(F)c(F)c2F)cc1 (stereo unspecified)	i	i
COc1ccc(OC)c(NC(=O)CN2CCc3ccccc3C2)c1	i	i
CCN(CC)S(=O)(=O)c1ccc2[nH]c(=O)cc(C(=O)Nc3cccc(C(C)=O)c3)c2c1	i	i
O=C(N/N=C/c1ccccc1[N+](=O)[O-])c1cnccn1	i	i
COc1ccc(C(=O)Nc2nnc(S(=O)(=O)N3CCOCC3)s2)cc1	i	i
Cc1ccc(NC(=S)c2ccccc2)cc1	i	i

# Next part:
SMILES	KCNQ2 block	CHT block
O=[N+]([O-])c1ccc(/C=N/N2CCN(Cc3ccccc3)CC2)cc1	i	i
Cn1cccc1C(=O)C(=O)Nc1ccc(F)c(F)c1	i	i
CCC(C)(C(=O)NC1CCCC1)N(C(=O)c1cnccn1)c1c(C)n(C)n(-c2ccccc2)c1=O (stereo unspecified)	i	i
Fc1ccccc1CSc1ncn[nH]1	i	i
O=C(/C=C/c1ccco1)Nc1ccc2nc3n(c(=O)c2c1)CCCC3	i	i
Cc1nc2ccc(NC(=O)c3ccc(S(=O)(=O)N(C)C)cc3)cc2s1	i	i
O=C(COc1cc2oc(=O)c3c(c2cc1Cl)CCC3)Nc1ccccn1	i	i
CCCC1=C(C(=O)OCC)C(c2c(C)nn(-c3ccccc3)c2Cl)C(C#N)=C(N)O1 (stereo unspecified)	i	i
CC1(c2ccc([N+](=O)[O-])c(CS(=O)(=O)c3ccccc3)c2)OCCO1	i	i
COc1c(Cl)cc(Cl)cc1C(=O)Nc1ccc(C(=O)O)cc1	i	i
Cc1ccc(-n2nc3c(=O)n(CC(=O)NCc4ccc(C)o4)nc(C)c3c2C)cc1	i	i
CCOC(=O)c1ccc(N2C(=O)C3C(C2=O)C(C(=O)c2ccc(Cl)cc2)N2CCCC32)cc1 (stereo unspecified)	i	i

# (next part)
SMILES	KCNQ2 block	CHT block
CCOC(=O)N1CCN(C(=O)C(C)c2ccc([N+](=O)[O-])cc2)CC1 (stereo unspecified)	i	i
O=C(NCCCO)NC(=S)c1cccc2ccccc12	i	i
CCn1c(Cc2ccc(OC)cc2)nnc1SCC(=O)Nc1ccc(N2CCOCC2)cc1	i	i
O=C(CCn1nc(-c2ccc(Cl)cc2)ccc1=O)N1CCN(c2ccccn2)CC1	i	/
CC1=CCC[C@@H]2[C@@](C)(CC/C(C)=C/C(=O)O)[C@H](C)CC[C@@]12C	i	i
C/C(=N/NC(=O)CN(c1ccccc1)S(=O)(=O)c1ccccc1)c1ccccc1O	i	i
O=C1COc2ccc(N3C(=O)C=CC3=O)cc2N1	i	i
CC(C)Oc1ccc(CCC(=O)N/N=C/c2ccc3c(c2)OCO3)cc1	i	i
COC(=O)C1CC(=O)N(CCc2c[nH]c3ccccc23)C1 (stereo unspecified)	i	i
CC1(C)CC(=O)C(CC(=O)N2CCC(Cc3ccccc3)CC2)C(=O)C1	i	i
CCOC(=O)c1c(-c2ccccc2)csc1NC(=S)NC	i	i
C/C(CC(=O)NC1CCCCC1)=N\NC(=O)Cc1ccc(-c2ccccc2)cc1	i	i

# Further compounds follow:
SMILES	KCNQ2 block	CHT block
Cc1c(C(Nc2ccccn2)c2ccc(Cl)cc2)c(=O)n(-c2ccccc2)n1C (stereo unspecified)	i	i
O=C(NC1CCCCC1)C1CCCN1S(=O)(=O)c1ccc(Cl)cc1 (stereo unspecified)	i	i
Cc1cc(NCCCN2CCOCC2)n2ncc(-c3ccc(Cl)cc3)c2n1	i	i
O=C(CN1C(=O)S/C(=C/c2ccncc2)C1=O)Nc1ccccc1	i	i
CC(C)(C)c1ccc(NC(=O)C2CCCN(c3cnccn3)C2)cc1 (stereo unspecified)	i	i
O=C(NCc1ccccc1Cl)C1CCC(CNc2nc(=S)[nH]c3ccccc23)CC1 (stereo unspecified)	i	i
Cc1cccc(OCC(=O)Nc2ccc(C(=O)Nc3ccccc3C(=O)O)cc2)c1C	i	-5.58*
O=C(CSC(=S)N1CCOCC1)Nc1ccc(S(=O)(=O)Nc2ncccn2)cc1	i	i
CC(=O)c1cccc(N2C(=O)Nc3ccccc3N2O)c1	i	i
N#C/C(=C/c1ccc(Br)s1)C(=O)NCCc1c[nH]c2ccccc12	i	i
O=C(c1cccs1)N1CCN(Cc2nc3ccccc3c(=O)[nH]2)CC1	i	i
COc1ccc(-c2csc3ncnc(N4CCN(S(=O)(=O)c5ccc(C(C)=O)cc5)CC4)c23)cc1	i	i

# Additional results follow:
SMILES	KCNQ2 block	CHT block
COc1ccc(/C=N/Nc2nc(C(=O)O)cs2)cc1	i	i
Cc1ccc2nc(NNC(=O)c3ccc4c(c3)OCCO4)sc2c1	i	i
CC(C)N1CC(C(=O)Nc2ccccc2)CC1=O (stereo unspecified)	i	i
COCCCNc1nc(CC(C)C)nc2c1nnn2Cc1ccccc1	i	i
COC(=O)CNc1nc(Cl)nc(Nc2ccc(Cl)cc2)n1	i	i
CN(C)CCCN(C(=O)COc1ccc(Cl)cc1)c1nc2c(F)cccc2s1	i	i
COc1cccc2c(=O)n(CC(=O)N3CCCCC3)ccc12	i	i
COc1cc(/C=N/NC(=O)c2cc(-c3ccccc3)nc3ccccc23)ccc1O	i	i
CCN(CC)CCN1c2ccccc2Sc2ccccc21	i	i
CN1C(=O)c2ccc(NC(=O)c3cccc4ccccc34)cc2C1=O	i	i
CN(C)S(=O)(=O)c1ccc(C(=O)NCC(C)(C)N2CCOCC2)cc1	i	i
O=C1Nc2ccccc2C1=Nc1ccc(-c2nnc3n2CCCCC3)cc1	i	i

# Following part.
SMILES	KCNQ2 block	CHT block
COc1cccc(NC(=O)CN2CCN(c3ccc(F)cc3)CC2)c1	i	i
COc1ccc(S(=O)(=O)N(C)C)cc1NCC(=O)Nc1ccc(Br)c(C)c1	i	i
Cc1ccc(-c2c(C(=O)N/N=C/c3ccc4c(c3)OCO4)nnn2-c2nonc2N)cc1	i	i
COC(c1ccccc1)c1nnc(CCC(=O)NCCc2ccc(Cl)cc2)o1 (stereo unspecified)	i	i
Cc1ccccc1Cn1nc(C)c(NC(=O)C(F)(F)F)c1C	i	i
COC(=O)NC(NC(=S)Nc1cccc(C)c1)C(Cl)(Cl)Cl (stereo unspecified)	i	i
CSCCC(NC(=O)c1ccccc1)C(=O)NCc1ccc(S(N)(=O)=O)cc1 (stereo unspecified)	i	i
CCOC(=O)c1ccccc1N/C=C/C(=O)c1ccccc1	i	i
COc1ccc(CCNC(=O)C(=O)NCc2ccc(C)cc2)cc1OC	i	i
CCN(C(=O)CN1CCN(c2cccc(Cl)c2)CC1)c1c(N)n(Cc2ccccc2)c(=O)[nH]c1=O	i	i
COc1ccc(OCC(=O)N/N=C/C2CC=CCC2)cc1 (stereo unspecified)	i	i
Cc1ccc2c(c1)/C(=N/OC(=O)c1ccc(F)cc1)CCS2	i	i

# 3 entries from above, ordered by SMILES length, highest first.
SMILES	KCNQ2 block	CHT block
Cc1ccc(-c2c(C(=O)N/N=C/c3ccc4c(c3)OCO4)nnn2-c2nonc2N)cc1	i	i
CSCCC(NC(=O)c1ccccc1)C(=O)NCc1ccc(S(N)(=O)=O)cc1 (stereo unspecified)	i	i
CCOC(=O)c1ccccc1N/C=C/C(=O)c1ccccc1	i	i

# Next records
SMILES	KCNQ2 block	CHT block
COc1ccc(C2C3=C(Nc4ncnn42)c2ccccc2CC3)cc1OC (stereo unspecified)	i	i
CC(=O)Nc1ccc(S(=O)(=O)NCCSCc2ccccc2Cl)cc1	i	i
CC1CN(Cc2ccc(Cl)cc2Cl)CC(C)O1 (stereo unspecified)	i	i
O=C(Nc1ccc(C(=O)OC2CCCCC2)cc1)c1ccncc1	i	i
O=c1nc(/C=C/c2cccn2-c2ccc([N+](=O)[O-])cc2)cc(C(F)(F)F)[nH]1	i	i
OCCCCCNc1ncnc2ccccc12	i	i
COc1cc(/C=N/n2cnnc2)ccc1OS(=O)(=O)c1ccccc1[N+](=O)[O-]	i	i
CCOC(=O)CSc1nc2sc(C(=O)O)c(C)c2c(=O)[nH]1	i	i
O=C(COc1ccccc1)Nc1ncn[nH]1	i	i
CCC1Sc2ccc(S(=O)(=O)CCC(=O)Nc3ccc(C(=O)OC)cc3)cc2NC1=O (stereo unspecified)	i	i
COc1ccc(S(=O)(=O)N2CCC(C(=O)NC3CCCCC3)CC2)cc1OC	i	i
Cn1nnnc1P(=O)(c1ccccc1)c1ccccc1	i	i

# Next section
SMILES	KCNQ2 block	CHT block
O=C(COc1ccccc1[N+](=O)[O-])N/N=C/c1ccccn1	i	i
O=C(NNc1ccc(Cl)cc1)c1c(F)cccc1Cl	i	i
NC(=O)COC(=O)c1ccccc1SCC(=O)NC1CCCCCCC1	i	i
CC(=O)N1CCN(c2ccc(NC(=O)c3ccccc3Cl)cc2)CC1	i	i
CSc1ccc(/C=C2\C(=N)N3N=C(CC(=O)N4CCOCC4)SC3=NC2=O)cc1	i	i
CCN1c2cccc3cccc(c23)S1(=O)=O	i	i
O=C(CN1CCN(CC(=O)Nc2ccccc2C(F)(F)F)CC1)Nc1ccccc1F	i	i
CCc1nc(Cl)c(C#N)c2c1CSC(C)(C)C2	i	i
O=C(CSc1ccc(Br)cc1)Nc1ccccc1Oc1ccccc1	i	i
COc1ccc(CC(=O)NNC(=O)COc2ccc3ccccc3c2)cc1	i	i
CCOC(=O)CCSc1nc(-c2ccccc2)cc(C(F)(F)F)n1	i	i
O=S(=O)(Nc1ccccc1)c1ccc(NS(=O)(=O)c2c(F)cccc2F)cc1	i	i

# Other results follow.
SMILES	KCNQ2 block	CHT block
O=C(COC(=O)c1ccccc1O)Nc1cccnc1Cl	i	i
COC(=O)c1sc(NC(=O)C2CCCO2)c(C(=O)OC)c1C (stereo unspecified)	i	i
CC(C)(C)N(Cc1ccccc1)C(=O)CSc1nnc(CNc2ccc(F)cc2)o1	i	i
CC(=O)c1cccc(NC(=O)c2sc3nc4n(c(=O)c3c2C)CCCC4)c1	i	i
COCCOc1cc(-n2cccc2)c(Cl)cc1Cl	i	i
COc1ccc(CN2CC(C(=O)NCCC3=CCCCC3)CC2=O)cc1 (stereo unspecified)	i	i
COc1ccc(C2(CNC(=O)c3ccc(N)cc3)CCCC2)cc1	i	i
CCN(CC)C(=O)c1sc(N)c(C#N)c1C	i	i
COc1cc(OC)cc(C(=O)NC(C(=O)N2CCc3ccccc3C2)C(C)C)c1 (stereo unspecified)	i	i
Cc1nn(CC(=O)NC2CCCCC2)c(=O)c2cccn12	i	i
C=CCn1c(C)cc(C(=O)CSc2nnc(-c3cccc(S(=O)(=O)N(CC)CC)c3)o2)c1C	i	i
O=C(NCCCNc1ccc(C(F)(F)F)cc1[N+](=O)[O-])c1ccc(Cl)cc1	i	i

# Profiles as entered above. Screens in order: KCNQ2 block | CHT block
# Cc1ccc(-c2c(C(=O)N/N=C/c3ccc4c(c3)OCO4)nnn2-c2nonc2N)cc1 is listed as i | i
# Cc1ccccc1Cn1nc(C)c(NC(=O)C(F)(F)F)c1C is listed as i | i

# (list continues)
SMILES	KCNQ2 block	CHT block
O=C(NC1CCCc2ccccc21)c1cncc(Br)c1 (stereo unspecified)	i	i
O=C(Cn1c(=O)c2cccn2c2cccnc21)N1CCN(c2ccc(Cl)cc2)CC1	-7.64*	i
Cc1cc(C)c2c(N)c(C(=O)Nc3ccc(F)cc3)sc2n1	i	i
CCc1c(C)sc(NC(=O)C2CCCO2)c1C#N (stereo unspecified)	i	i
Clc1ccc(OCc2cc(-c3ccccc3)no2)c(Cl)c1	i	i
COc1cc(-c2cc(C(=O)O)c3c(OC)c(OC)c(OC)cc3n2)ccc1O	i	i
Cc1ccc(CSc2nc3c(c(N(C)C)n2)CCCC3)cc1	i	i
O=C(COC(=O)CNC(=O)c1ccc(Cl)cc1)Nc1ncc(C(F)(F)F)cc1Cl	i	i
CCc1noc(C)c1C(=O)NCCc1c[nH]c2ccccc12	i	i

# Compound activity from PubChem.
